High-throughput results from PubChem.
TGFb SMAD3 inh = qHTS for Inhibitors of TGF-b; Potency, µM (series often up to 46.1 µM), without a hit: at the highest dose activity, negative = inhibition, usual class: inhibitors; HepG2 CAGA-GFP TGF-b/SMAD3 reporter, GFP fluorescence, 18 h; TGF-beta stimulated, 500 pg/mL final; 410,000 tested, 1.2% active; further: potency means the concentration at half of the fitted maximal effect; on the % scale 0 is the no-effect control and ±100 the full control effect; nearly all actives have a fitted effect of over 65% in size
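HEPG2 CAGA-GFP, 1000 cells/well; 2 h settle, 37 C; cpd via pin tool; TGF-b 500 pg/mL final; 18 h, 37 C; GFP imaging ex488/em500-530; %Activity normalised to -TGF-b and +DMSO controls; CRC fit, curve class.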
EPAC2 ag = qHTS for Agonist of cAMP-regulated guanine nucleotide exchange factor 4 (EPAC2): primary screen; EPAC2 activation, biochemical qHTS; response scale: 100% = 6.5 mM cAMP response; Potency, µM (top dose mostly 154 µM), inactives show at the highest dose activation, usual class: activators; 360,000 tested, 0.079% active; AID 720711, 2013; further: potency means the concentration at half of the fitted maximal effect; nearly all actives have a fitted effect of over 50% in size
Target sequence (Q8WZA2 whole entry, looked up): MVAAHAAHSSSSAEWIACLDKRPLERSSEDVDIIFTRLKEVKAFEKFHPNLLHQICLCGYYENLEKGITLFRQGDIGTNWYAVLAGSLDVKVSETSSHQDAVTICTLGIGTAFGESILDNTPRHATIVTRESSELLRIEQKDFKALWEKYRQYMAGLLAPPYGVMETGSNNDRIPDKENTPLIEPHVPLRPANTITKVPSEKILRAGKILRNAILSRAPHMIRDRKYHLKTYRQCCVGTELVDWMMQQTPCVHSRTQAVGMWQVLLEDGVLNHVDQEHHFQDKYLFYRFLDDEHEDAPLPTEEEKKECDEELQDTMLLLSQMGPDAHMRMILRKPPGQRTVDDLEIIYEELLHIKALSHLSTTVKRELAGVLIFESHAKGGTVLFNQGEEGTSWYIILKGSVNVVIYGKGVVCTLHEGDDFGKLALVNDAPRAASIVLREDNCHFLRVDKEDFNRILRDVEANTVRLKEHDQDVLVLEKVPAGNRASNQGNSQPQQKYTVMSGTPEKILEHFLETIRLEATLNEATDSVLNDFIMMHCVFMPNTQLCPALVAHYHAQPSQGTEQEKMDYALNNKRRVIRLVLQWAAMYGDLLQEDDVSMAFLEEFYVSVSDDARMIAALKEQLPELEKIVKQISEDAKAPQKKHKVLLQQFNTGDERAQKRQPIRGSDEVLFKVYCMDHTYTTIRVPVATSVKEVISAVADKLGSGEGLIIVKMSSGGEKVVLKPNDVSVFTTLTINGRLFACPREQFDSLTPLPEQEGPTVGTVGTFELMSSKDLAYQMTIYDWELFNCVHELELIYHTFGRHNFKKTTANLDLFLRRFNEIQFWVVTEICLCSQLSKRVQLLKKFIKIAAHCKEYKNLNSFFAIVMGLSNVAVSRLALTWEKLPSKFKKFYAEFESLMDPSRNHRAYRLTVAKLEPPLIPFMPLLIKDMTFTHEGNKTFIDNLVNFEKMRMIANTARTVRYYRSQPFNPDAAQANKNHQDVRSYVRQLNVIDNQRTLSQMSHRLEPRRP
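qHTS, titration series. 100 nM EPAC2 / 250 nM Rap1B-BODIPY-GDP / 50 uM GDP; RT; ex 480/em 540 nm, 5-min reads to 30 min. Norm. to 6.5 mM cAMP = activation.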
ATXN viability = Viability Counterscreen for Primary qHTS for Inhibitors of ATXN expression | S2 cells (HEK-293 line with an ATXN2-luciferase reporter) viability, CellTiter-Fluor protease fluorescence, 24 h | Potency, µM (titrated, usually from 56.7 µM), hits mostly cytotoxic | 400,000 tested, 0.49% active | AID 651635, 2014; further: potency means the concentration at half of the fitted maximal effect; nearly all actives have a fitted effect of over 40% in size
HepG2 viability = qHTS for Inhibitors of TGF-b: Cytotox Counterscreen; HepG2 CAGA-GFP viability, ATP luminescence, 18 h; AID 588856, 2011; 410,000 tested, 0.76% active; Potency, µM (doses to about 46.1 µM), for inactives: at the top dose activity change, negative = cytotoxicity, actives largely listed as cytotoxic; further: potency means the concentration at half of the fitted maximal effect; some results filed as inactive show a strong effect at the top dose
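CellTiter-Glo luminescence gave cytotoxicity after 18 hours at 37 degrees C. The cells were HepG2 CAGA-GFP in 1% FBS DMEM, stimulated with 500 pg/mL TGF-beta after compound addition. %Activity was normalised to no-cell wells (complete cell-killing) and DMSO (no toxicity), and curves were fitted and classified.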
IL-2 act = qHTS of IL-2 Activators | activation, % (series mostly up to about 46 µM) | IL-2 activation reporter assay, cell-based qHTS; stimulated with anti-CD3/CD4/CD28 beads; in transgenic mouse T cells | 360,000 tested, 0.065% active; in the data active means activation above about 50%; inconclusive means mostly about 30% to 49%; further: 0% is about no effect
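Unstimulated transgenic mouse T cells preincubated 60 min with compound, then stimulated with anti-CD3/anti-CD4-coated beads plus anti-CD28 for 18 h at 37 degrees C. IL-2 response read as EGFP and DsRed fluorescence by plate cytometry.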
Nrf2 inh = Nrf2 qHTS screen for inhibitors; Potency, µM (highest dose often 46 µM), without a hit: top-dose activity change, negative = inhibition, most hits filed as inhibitors; A549 ARE-Fluc reporter, luciferase luminescence, 18-24 h; 360,000 tested, 2.1% active; AID 504444, 2011; further: potency means the concentration at half of the fitted maximal effect; on the % scale 0 is the no-effect control and ±100 the full control effect; nearly all actives have a fitted effect of over 60% in size
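Concentration-response testing used A549 ARE_Fluc cells at 5000 cells/well. Following an 18-24 h compound incubation, viability was read by fluorescence (Ex 405/Em 525) and luciferase output by luminescence.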
ATXN2 expr inh = Primary qHTS for Inhibitors of ATXN expression. 360,000 tested, 0.72% active. Potency, µM (doses to about 57 µM), without a hit: at the highest dose activity change, negative = inhibition, usual class: inhibitors. HEK-293 ATXN2-luciferase reporter, luminescence, 24 h; further: potency means the concentration at half of the fitted maximal effect; on the % scale 0 is the no-effect control and ±100 the full control effect; nearly all actives have a fitted effect of over 55% in size
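qHTS (up to 57 uM final) was run with 24 h compound exposure of reporter cells at 37 °C. Each well was multiplexed: SteadyGlo luminescence measured ATXN2-luciferase expression after a fluorogenic Gly-Phe-AFC viability readout (25 uM final).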
A549 tox = Nrf2 qHTS screen for inhibitors: counterscreen for cytotoxicity; A549 ARE-Fluc cells, CellTiter-Fluor viability, 18-24 h; Potency, µM (series often up to 46 µM), for the others: at the highest dose activity change, negative = cytotoxicity, usual class: inhibitors; 390,000 tested, 0.16% active; further: potency means the concentration at half of the fitted maximal effect; on the % scale 0 is the no-effect control and ±100 the full control effect
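Cytotoxicity counterscreen: CellTiter-Fluor fluorescence was measured in A549 ARE_Fluc cells after 18-24 h of compound exposure in a concentration series. The subsequent BugLite luminescent read reports ARE-luciferase activity.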
Nrf2 ARE act = qHTS of Nrf2 Activators; AREc32 ARE-luciferase reporter (MCF7-derived line), luminescence, 24 h; Potency, µM (top dose mostly 46.1 µM), inactives show top-dose activation, hits mostly activators; 410,000 tested, 0.31% active; AID 624171, 2012; further: potency means the concentration at half of the fitted maximal effect; % of control where 0% means no effect; nearly all actives have a fitted effect of over 65% in size
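AREc32_Fluc, 1000 cells/well, OPTI-MEM + 5% FBS, o/n 37 deg C 5% CO2; 23 nL cpd by pin tool, 24 hr; Steady-Glo 30 min RT, luminescence.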
Starred values were filed as active, the others as inactive; i = inactive; u = inconclusive; x = not tested or not shown; [ ] = dose if it differs, or a comment. Unless noted, the call rests on the fitted dose curve; in most records, active means well fitted curve in the direction sought with a large enough effect; inconclusive means small, poorly fitted or top-dose-only effect, or another doubt; inactive means no such curve, though single readings can be large; an effect the other way counts as inactive or inconclusive.

compound	TGFb SMAD3 inh	ATXN viability	Nrf2 inh	Nrf2 ARE act	ATXN2 expr inh	HepG2 viability	A549 tox	IL-2 act	EPAC2 ag
CCOc1ccc(C(=O)Nc2cc(-c3nc4ccccc4[nH]3)ccc2Cl)cc1[N+](=O)[O-]	-23%	i	u	11%	-16%	-43%	u	-0.7	u
CCOC(=O)C1(CCOc2ccccc2)CCN(Cc2ccc(O)c(OC)c2)CC1	-9%	i	8%	2.8%	-13%	-49%	-8%	-0.3	8%
COc1cc(-c2noc(-c3ccc(N4CCOCC4)c([N+](=O)[O-])c3)n2)cc(OC)c1OC	-39%	i	u	-0.1%	5%	-19%	-2%	x	x
CCOC(=O)N1CCN(C(=O)CSc2nnc(-c3cccs3)o2)CC1	-1%	i	2%	-0.1%	6%	-12%	4%	-3.5	5%
CCC1C(=O)CC(c2ccccc2)NC1c1ccccc1 (configuration not stated)	14%	i	-10%	3.7%	1%	11%	-1%	-0.3	10%
COc1ccc(C(=O)NCCS(=O)(=O)NCc2cccnc2)cc1	0%	i	4%	0.5%	-12%	12%	-8%	-4.9	-1%
CC1(/[N+]([O-])=C/c2ccccc2F)CCCCC1=O (configuration not stated)	-14%	i	28%	-0.6%	u	16%	0%	-4.4	1%
CCc1ccc(S(=O)(=O)c2cn(C)c3cc(N4CCCC4)c(F)cc3c2=O)cc1	-3%	x	u	-1.1%	x	-13%	-13%	x	x
CCOC(=O)C1CCN(C(=O)C(C)Oc2ccc(C(=O)c3ccccc3)cc2)CC1 (configuration not stated)	0%	i	4%	-0.8%	-14%	3%	-1%	-0.4	3%
C(=N\N1CCN(Cc2cccc3ccccc23)CC1)/c1cccnc1	14%	i	u	-0.9%	1%	4%	-26%	-2.4	5%
CN(C)c1ccc(CNc2nc(-c3ccco3)nn2S(=O)(=O)c2ccc(Cl)cc2)cc1	-2%	i	u	0.6%	11%	-13%	6%	x	x
CCCCCCCCN1C(=O)[C@H](CC(=O)N2CCN(C(=O)c3ccco3)CC2)C[C@@]2(C(=O)OCC)CCCC=C12	x	x	x	-3.6%	-11%	x	x	0.0	-8%
S=C(NCCC(c1ccccc1)c1ccccc1)Nc1cccc(Cl)c1	u	i	u	8.3%	u	-63%	-17%	-0.7	22%
O=C(NCCN1C(=O)S/C(=C\c2ccc(Cl)c([N+](=O)[O-])c2)C1=O)C1=COCCO1	18µM*	x	1%	u	u	22µM*	-16%	-0.6	0%
Nc1ccccc1Sc1cc(Cl)nnc1Cl	-16%	i	-4%	u	x	-11%	-8%	-1.3	6%
O=c1c2ccccc2nc2n1CCCN2	4%	i	6%	0.3%	-28%	-5%	-1%	-0.5	1%
COc1cc(OC)cc(C(=O)OCC(=O)c2ccc(S(=O)(=O)N3CCCCC3)cc2)c1	3%	i	12%	0.3%	-8%	-43%	2%	-5.3	3%
COc1ccc(C(c2nnnn2Cc2cccs2)N2CCN(c3ccccc3)CC2)cc1OC (configuration not stated)	11%	u	2%	-0.3%	-9%	4%	-1%	-1.3	1%
COc1ccc(C(C(=O)NC2CCCCC2)N(C(=O)c2ccccn2)c2cccnc2)cc1 (configuration not stated)	5%	i	u	0.1%	x	5%	3%	2.4	4%
Cc1ccnc(NC(=O)COC(=O)c2ccc(F)cc2F)n1	-1%	i	-1%	-0.7%	-8%	-5%	-2%	0.2	3%

A few values from the results shown:
COc1ccc(C(c2nnnn2Cc2cccs2)N2CCN(c3ccccc3)CC2)cc1OC (configuration not stated) | EPAC2 ag: 1%
Nc1ccccc1Sc1cc(Cl)nnc1Cl | EPAC2 ag: 6%

Next part.
compound	TGFb SMAD3 inh	ATXN viability	Nrf2 inh	Nrf2 ARE act	ATXN2 expr inh	HepG2 viability	A549 tox	IL-2 act	EPAC2 ag
CC(C)C(C(=O)NC1=NCCS1)c1ccc(Cl)cc1 (configuration not stated)	u	i	-20%	-0.3%	-34%	-33%	-7%	1.1	0%
O=C(CCNS(=O)(=O)c1cccc2nsnc12)N1CC(=O)N(CCc2ccccc2)C(=O)C1	4%	i	0%	-0.4%	-1%	-6%	-1%	6.3	3%
COC(=O)c1ccc(COC(=O)c2ccc(-n3cnnn3)cc2)o1	-1%	i	16%	2.2%	-16%	-11%	x	-2.6	11%
CC(C)CC(=O)Nc1ccc([N+](=O)[O-])cc1Cl	-7%	i	4%	0.2%	-16%	-9%	1%	0.6	10%
Cc1ccc(C)c(NC(=O)Cn2ncc3c([nH]c4ccccc43)c2=O)c1	5%	i	28%	-0.8%	16%	4%	5%	x	x
COc1ccccc1Oc1ccc(NC(=O)Cc2ccccc2)cc1	-6%	i	0%	4.2%	x	-18%	0%	1.4	22%
Cc1cc(F)ccc1NC1(c2ccccc2)C(=O)c2ccccc2C1=O	2%	i	26%	0.1%	-5%	-3%	-9%	x	x
COc1cccc(-c2nnc(SCC(=O)OC(C)C)n2Cc2ccco2)c1	2%	i	16%	0.5%	11%	1%	-1%	-1.7	-15%
CCn1c(=O)cc(SCC(=O)NCCC2=CCCCC2)c2ccccc21	-20%	i	0%	0.2%	10%	-8%	4%	-5.6	5%
COc1nccnc1NS(=O)(=O)c1ccc(NC(=S)NC(=O)c2cccc(F)c2)cc1	-28%	i	2%	3.5%	4%	-16%	1%	0.0	-5%
COc1ccccc1/C=C/C(=O)OCC(=O)NC1CCCCCCC1	2%	i	-1%	3.2%	4%	-15%	-2%	-0.6	7%
COc1ccccc1N1CCN(C(=O)c2cccc(S(=O)(=O)NCc3cccnc3)c2)CC1	-29%	i	u	0.3%	-14%	-28%	-1%	-0.7	-1%
COc1ccc(C2c3ccc(O)cc3Oc3ncn4nc(-c5ccncc5)nc4c32)cc1OC (configuration not stated)	-5%	i	u	0.4%	2%	-23%	0%	0.1	1%
CC(C)[C@H](NC(=O)OCc1ccccc1)C(=O)OCc1ccccc1	17%	i	2%	0.9%	-1%	5%	1%	0.0	-3%
Cc1ccc(C)c(NC(=O)CN2C(=O)CNC2=O)c1	-25%	i	x	1.9%	12%	9%	-1%	2.2	4%
O=C(COC(=O)c1ccc(-n2cnnn2)cc1)Nc1cc(Cl)ccc1F	-2%	i	u	0.0%	x	4%	-4%	0.4	-1%
CCc1ccc(NC(=O)C(C)OC(=O)c2ccc(N3CCCC3)c([N+](=O)[O-])c2)cc1 (configuration not stated)	2%	i	4%	-0.1%	x	0%	4%	-0.3	8%
C=CCOc1c(Br)cc(CNn2nnnc2N)cc1OC	1%	i	u	-0.3%	-9%	-13%	-7%	0.4	0%
O=C(c1cc(S(=O)(=O)N2CCOCC2)c(Cl)cc1Cl)N1CCN(S(=O)(=O)c2cccc(F)c2)CC1	17%	i	-7%	0.5%	0%	-2%	0%	-0.7	7%
COc1cc2c(cc1OC)CN(C(=O)c1cc(=O)c3ccccc3o1)CC2	20%	u	-25%	-0.3%	-21%	-1%	-22%	-0.3	6%
Cc1cccc(COc2coc(CN3CCN(C(=O)c4ccco4)CC3)cc2=O)c1	u	i	6%	0.1%	0%	14%	9%	0.9	1%
O=C1NC[C@H](CCCCN2CCN(Cc3ccccc3)C(=O)C2=O)N(CCc2ccc(O)cc2)C1=O	x	i	x	-0.5%	-5%	x	x	-0.8	-2%
CCN1CCN(C(=O)CN(c2ccc(C)cc2)S(C)(=O)=O)CC1	-4%	i	-21%	-0.7%	14%	-40%	-19%	-2.3	9%
O=C(Cn1nnc2ccccc2c1=O)Nc1ccc(S(=O)(=O)N2CCOCC2)cc1	-6%	x	u	-0.6%	26%	-3%	0%	2.8	1%
CCN(CC)C(=O)CSc1nc(-c2ccco2)cc(C(F)(F)F)c1C#N	8%	i	u	-0.6%	-4%	-3%	-3%	2.5	-9%
N#Cc1ccccc1Cn1cnc2nc3c(cc2c1=O)CCCC3	0%	i	x	0.8%	16%	0%	-3%	x	x
COc1cc2c(cc1OC)C(COc1ccc3c(C)cc(=O)oc3c1)N(C(=O)c1cccc(OC)c1OC)CC2 (configuration not stated)	u	i	-13%[9.27 µM]	3.2%	5%	13%	-13%	x	x
CC(C)N1CCCC(C)(C(=O)Nc2ccccc2)C1 (configuration not stated)	34%[activator]	i	x	0.3%	6%	3%	x	0.9	4%
CCn1c(SCc2nc3cc(OC)c(OC)cc3c(=O)[nH]2)nc2ccccc21	10%	i	-18%	0.0%	-9%	14%	12%	-2.4	-8%
NC(=O)C1CCN(C(=O)CN(c2ccc3c(c2)OCCO3)S(=O)(=O)c2ccccc2)CC1	0%	i	3%	0.2%	3%	-10%	1%	-0.5	20%
CCCCN(CCCC)CCNC(=O)Cn1nc(CC)n2c(cc3sccc32)c1=O	u	x	4%	0.0%	x	-26%	5%	x	x
Cc1nc2ccc(S(=O)(=O)NCC(=O)N3CCN(c4ccccc4)CC3)cc2s1	-13%	i	u	2.6%	-4%	4%	-2%	-0.7	0%
Cc1ccc(S(=O)(=O)CCC(=O)NCCN2C(=O)S/C(=C\c3ccccc3)C2=O)cc1	-39%	u	18%	13%	47%[activator]	-15%	0%	0.0	12%
CCCCc1ccc(-n2nc3cc(Cl)c(NC(=O)c4ccc(OC)cc4)cc3n2)cc1	22%	i	u	-1.1%	30%	3%	-4%	x	x
O=C(O)c1cccc(S(=O)(=O)N2CCSCC2)c1	0%	i	9%	-0.3%	1%	4%	8%	4.4	6%
